Runt-CBFb FRET: blocks binding of human RUNX1 Runt domain to CBFb; Q01196+Q13951; Cerulean-Runt/Venus-CBFb FRET ratio 530/480, 1 h; inhibition, % at 20 µM; actives 0.46% (n = 220,000);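 active = inhibition over about 50% at 20 µM in the single-dose screen, limit read from the data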;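 note: 0% = DMSO wells and 100% = excess unlabeled CBFb competitor control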
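Assay system: Cerulean-Runt domain / Medium: Tris 50 mM pH 7.5, KCl, K2SO4, 0.01% BSA / Timing: protein complex preformed 1 h, compound exposure 1 h, room temperature, dark / Measured by: FRET, excitation 422 nm, emission at 530 and 480 nm / Evaluation: loss of energy transfer signal / Control set: 5 µM unlabeled CBFb as full-inhibition high control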
14-3-3 Bad inh: disrupts binding of bovine 14-3-3 zeta to phospho-Bad peptide | P63103 | TR-FRET 14-3-3zeta/Dy647-pBad peptide displacement, 1 h | inhibition, % at 21.7 µM | actives 0.71% (n = 220,000) | AID 781;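 active = inhibition above about 70%, limit read from the data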;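 note: 0% = full 14-3-3 plus peptide FRET controls and 100% = background without 14-3-3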
Target sequence (P63103 whole entry, looked up): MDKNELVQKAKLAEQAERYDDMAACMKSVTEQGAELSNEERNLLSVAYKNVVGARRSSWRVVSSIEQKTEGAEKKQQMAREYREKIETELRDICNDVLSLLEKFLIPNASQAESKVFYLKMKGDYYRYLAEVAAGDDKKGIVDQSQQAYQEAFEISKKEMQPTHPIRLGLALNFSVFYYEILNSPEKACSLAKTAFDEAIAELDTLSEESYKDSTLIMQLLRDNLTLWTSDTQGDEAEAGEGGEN
thrombin 1536: thrombin (human) inhibition; P00734; alpha-thrombin, Boc-VPR-AMC fluorogenic substrate cleavage; inhibition, % at 5 µM; actives 0.26% (n = 220,000);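 active = inhibition at or above 40%; inactive = inhibition below 40%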;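 note: 0% = enzyme with no compound and 100% = wells without enzyme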
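Material: Human alpha-thrombin protein | Buffer or medium: pH 7.5 Tris-saline with Tween 20 | Reagent: Boc-VPR-AMC substrate, 15 µM final | Schedule: Reaction at ambient temperature | Detection: AMC fluorescence at 355 nm excitation and 460 nm emission | Evaluation: Percent inhibition scaled between no-compound controls and no-enzyme blanks | Controls: no-compound enzyme wells and no-enzyme blanks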
FXIa inh 1536: inhibitors of human coagulation factor XIa. P03951. purified FXIa, Boc-Glu-Ala-Arg-AMC fluorogenic substrate. inhibition, % at 5 µM. actives 0.14% (n = 220,000);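 active = inhibition of at least 40%; inactive = inhibition below 40%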;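 note: fluorescence of freed AMC excited at 355 nm; 0% = enzyme without compound and 100% = no enzyme blank; many of its hits are not listed in these tables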
Hck Nef HTS: human Hck-Nef kinase inhibition; Recombinant Hck-YEEI plus Nef, Z-Lyte FRET kinase assay; actives 0.68% (n = 220,000); P08631; inhibition, % at 20 µM;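 active = Hck-Nef kinase inhibition above about 50%, limit read from the data; inactive = inhibition below that limit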;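 note: 0% = DMSO with Hck plus Nef and 100% = Hck alone without Nef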
Target sequence (P08631 whole entry, looked up): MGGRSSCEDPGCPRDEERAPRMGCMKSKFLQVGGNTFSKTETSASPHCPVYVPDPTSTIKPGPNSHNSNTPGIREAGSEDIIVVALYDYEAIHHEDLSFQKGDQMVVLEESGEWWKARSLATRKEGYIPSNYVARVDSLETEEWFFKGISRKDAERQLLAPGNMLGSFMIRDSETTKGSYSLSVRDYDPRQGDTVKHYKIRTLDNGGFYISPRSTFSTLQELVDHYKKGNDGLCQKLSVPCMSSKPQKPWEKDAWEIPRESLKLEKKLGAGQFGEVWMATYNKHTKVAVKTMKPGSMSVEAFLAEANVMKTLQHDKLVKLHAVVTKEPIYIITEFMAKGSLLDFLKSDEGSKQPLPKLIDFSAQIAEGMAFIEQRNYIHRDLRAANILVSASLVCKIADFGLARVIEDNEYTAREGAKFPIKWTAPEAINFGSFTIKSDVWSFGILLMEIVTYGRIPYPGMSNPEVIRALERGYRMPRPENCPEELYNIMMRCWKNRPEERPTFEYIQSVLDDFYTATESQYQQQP
Wee1 degr inh: human Wee1 degradation inhibition, primary screen; AID 1321; P30291; actives 1.2% (n = 220,000); reporter increase, % at 5 µM; HeLa Luc-Wee1K328M stability, luciferase luminescence; 100% = proteasome inhibitor MG132 effect;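 active = activation above the mean of all tested compounds plus 3 SD, set per screening run, cut at about 8.8% in these data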;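 note: cells exposed to compound for 20 h before luminescence read; 0% = DMSO alone and 100% = MG132 at 30 µM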
hK5 inh: blocks human kallikrein 5 protease activity. AID 873. recombinant hK5, fluorogenic AMC substrate cleavage. inhibition, % at 5 µM. Q9Y337. actives 0.59% (n = 210,000);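 active = inhibition of 40% or more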;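 note: 0% = enzyme controls without compound and 100% = no-enzyme blanks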
Target sequence (Q9Y337 67-293 limits assumed): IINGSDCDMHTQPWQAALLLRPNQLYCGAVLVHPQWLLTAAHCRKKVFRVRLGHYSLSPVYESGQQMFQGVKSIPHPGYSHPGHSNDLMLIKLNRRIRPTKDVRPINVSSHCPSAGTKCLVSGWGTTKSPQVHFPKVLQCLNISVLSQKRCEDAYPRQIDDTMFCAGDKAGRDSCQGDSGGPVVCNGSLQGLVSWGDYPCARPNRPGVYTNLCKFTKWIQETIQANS
FXIIa inh 1536: inhibitors of human coagulation factor XIIa | P00748 | purified FXIIa, Boc-QGR-AMC fluorogenic substrate, 2 h | inhibition, % at 5 µM | actives 0.3% (n = 220,000) | AID 800; in the data active = inhibition above about 40%;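 note: 0% = enzyme with no compound and 100% = blank without enzyme; many of its hits are not listed in these tables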
Runt-SMMHC FRET: Runt domain-CBFb-SMMHC interaction inhibition. inhibition, % at 20 µM. Cerulean-Runt/Venus-CBFb-SMMHC FRET ratio 530/480, 1 h. Q01196+Q13951. actives 0.74% (n = 220,000);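 active = mean inhibition across duplicate retests at 20 µM reaching about 50%, limit read from the data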;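 note: 0% = DMSO wells and 100% = wells with excess untagged CBFb-SMMHC; inhibitors lower the FRET ratio by blocking Runt binding to CBFb-SMMHC; some results filed as inactive read as strong as hits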
Active calls of the source: *; [ ] = remark or other dose. Rows were taken by chance (roughly 4.2% active in at least one column).

SMILES	Runt-CBFb FRET	14-3-3 Bad inh	thrombin 1536	FXIa inh 1536	Hck Nef HTS	Wee1 degr inh	hK5 inh	FXIIa inh 1536	Runt-SMMHC FRET
CC1CC(C)(C)N(C(=O)CSc2ccc(-c3ccc(F)cc3)nn2)c2ccccc21 (centres undefined)	-2	4	-6	16	-2	-1	-28	24	3
Cc1ccccc1CS(=O)(=O)Cc1ccc(C(=O)NCCCN2CC(C)CC(C)C2)o1 (centres undefined)	-2	-8	-1	-3	-33	2	-4	5	5
CN1CCN(CC(=O)O)CC1	0	68	4	-4	7	1	-10	11	0
CCn1nnc(-c2ccccc2NS(=O)(=O)c2ccc(S(=O)(=O)N(C)C3CCCCC3)cc2)n1	4	-18	1	2	1	1	-1	9	-1
CCN(CC)C(=O)Cc1c(OC)ccc2cc(Br)ccc12	-3	-10	3	-4	10	-1	-25	3	0
CC(=O)Nc1ccc(C(=O)NC2CCCC2)cc1	0	-3	-3	-7	1	0	-7	6	-2
COC(=O)C1=C(N)N(c2ccccc2F)C2=C(C(=O)CC(C)(C)C2)C1c1ccc(OC)c(OC)c1 (centres undefined)	-8	-6	-5	-4	-10	-2	-13	3	-1
CCOc1cccc(NC(=O)C2CC(=O)NC(=Nc3ccccc3)S2)c1 (centres undefined)	0	-4[fluorescence artefact?]	-2	4	-1	-4	-28	9	2
CN(C)CCN(C(=O)c1ccc(S(=O)(=O)N(C)C)cc1)c1nc2cc3c(cc2s1)OCCO3	0	-4	-2	-6	9	1	-34	-5	1
COc1ccc(-c2cc(=O)oc3cc(OCC(C)=O)ccc23)cc1	-6	-25[fluorescence artefact?]	-4	1	4	17*	-18	5	4
N#Cc1ccccc1CN1C(=O)S/C(=C/c2cccn2-c2ccc(C(=O)O)cc2)C1=O	-2	-3	3	8	11	1	-4	14	-3
C=CCNC(=O)c1ccccc1NC(=O)COc1ccccc1	0	-5	4	-3	5	1	-6	3	-2
c1coc(-c2nc3nc4ccccc4n3nc2-c2ccco2)c1	15	-7[fluorescence artefact?]	0	-7	1	0	-18	10	0
C/C=C/c1ccccc1OCc1ccc(C(=O)OC)o1	-1	25	3	2	2	0	9	14	-1
Cn1c(-c2ccccc2)c(CCO)c2ccccc21	-3	15[fluorescence artefact?]	0	-2	0	-1	-19	1	-4
COc1ccc(C(=O)CSc2cc(C)nc(SCC(=O)c3ccc(C)cc3)n2)cc1	-7	-7[fluorescence artefact?]	0	12	5	0	2	15	-2
CCN1C(=O)c2cccc3c(Cl)ccc(c23)C1=O	-2	-10	0	0	24	2	3	9	-1
O=C(Cn1cc([N+](=O)[O-])cn1)Nc1ccn(Cc2c(F)c(F)c(F)c(F)c2F)n1	3	-2	0	1	1	-2	-6	11	-3
COc1ccc2nc(C)cc(Sc3nc4ccccc4s3)c2c1	-6	-2	-7	1	-20	-2	-2	7	7
CC(=O)Nc1nc(NC(=O)C(Cl)(Cl)Cl)n(-c2ccccc2)n1	0	-2	-7	-12	-3	0	-7	0	1
S=c1[nH]nc(-c2cccs2)n1/N=C/c1c(Cl)cccc1Cl	14	3	-12	-2	29	2	3	6	9
O=C(c1cccnc1)N(Cc1ccccc1)C1(C(=O)Nc2ccccc2)CCCCC1	0	6	-4	18	1	2	-11	20	2
COc1ccc(C(C(=O)OC(C)CN(C)C)c2ccccc2)cc1 (centres undefined)	1	46	-1	0	-2	1	0	13	2
CN1CCN(/C(=N\S(=O)(=O)c2ccc(F)cc2)c2ccccc2)CC1	-1	1	3	0	-1	-2	3	1	-2
CCO[C@H]1OC(C(=O)NCc2nc3ccccc3[nH]2)=C[C@@H](C2CC2)[C@@H]1CCCO	1	6	-2	-3	7	1	0	14	1

Next structures follow.
SMILES	Runt-CBFb FRET	14-3-3 Bad inh	thrombin 1536	FXIa inh 1536	Hck Nef HTS	Wee1 degr inh	hK5 inh	FXIIa inh 1536	Runt-SMMHC FRET
Cc1ccc(CNC(=O)CCS(=O)(=O)c2ccc(Br)cc2)cc1	1	96*	8	-1	24	3	-5	6	3
N#Cc1cccnc1Nc1ccc(Cl)cc1	-1	-14	-5	-2	21	-4	-2	6	-2
CCn1c(CNC(=O)COc2ccc(C(C)C)cc2)nnc1SCC(=O)Nc1cc(F)ccc1C	-12	7[fluorescence artefact?]	-1	1	0	1	4	1	-3
CC(=O)Nc1cccc(Oc2nc(-c3ccccn3)nc3ccccc23)c1	-1	-9	-4	-1	23	-2	-12	6	1
N=C1C(c2nc3ccccc3s2)=C(O)CN1NC(=O)c1c[nH]c2ccccc12	4	34	-4	-3	1	0	-16	3	-1
O=Cc1ccc(-n2cc(C=O)c3ccccc32)cc1	-1	0	-10	-4	2	-3	-3	9	1
O=C(CCCC(=O)OCC(F)(F)C(F)F)Nc1nccs1	0	-1	4	0	1	3	-2	13	-2
Cc1cc(Cn2ccnc2)c(C)cc1Cn1ccnc1	2	0	5	2	-1	2	-4	17	6
O=C(C1CCCN(S(=O)(=O)c2cnc[nH]2)C1)N(CCc1ccccc1)Cc1ccccc1 (centres undefined)	0	5	-2	7	1	-2	12	10	2
CCc1cc(C(=O)N=Nc2c(O)[nH]c3ccc([N+](=O)[O-])cc23)c2ccccc2n1	0	0	-3	8	17	-3	-100	11	-5
Cc1[nH]c2ccccc2c1/C=N/Nc1nc(N2CCCCC2)nc(N2CCCCC2)n1	-3	-12[fluorescence artefact?]	-6	3	4	-1	-7	1	6
CCCN(CC(=O)Nc1c(C)cccc1CC)C(=O)SCC	2	-3	5	2	2	4	-1	18	-1
CCOc1ccc(NC(=O)C(c2ccccn2)N(C(=O)CCl)c2ccc(F)cc2)cc1 (centres undefined)	1	-4	-7	9	3	4	-14	20	-1
COc1cc(NS(=O)(=O)c2ccc(Cl)cc2)c(C(=O)O)cc1OC	-1	4	-3	-3	-4	5	-10	8	-4
O=C1C2CC=C(Cl)CC2C(=O)N1CN(Cc1ccco1)CN1C(=O)C2CC=C(Cl)CC2C1=O (centres undefined)	-6	0	-1	9	10	1	-14	15	-29
CCc1n[nH]c(=S)n1/N=C/c1c[nH]c2ccc(Br)cc12	17	-17	-13	-7	3	-3	-7	-1	31
N#Cc1c(-c2ccco2)cc(-c2ccccc2)[nH]c1=O	-203	19	-2	0	42	-3	2	-2	-76
Cc1cc(SCc2cc(=O)[nH]c3ccccc23)nc2ccccc12	-2	-2	4	1	-3	-1	4	12	4
CC(C)CC(NC(=O)OC(C)(C)C)C(=O)NC(C(=O)N1CCCC1C(N)=O)C(C)C (centres undefined)	0	8	1	4	0	-1	-24	17	-2
CCOC(=O)c1ccc(NC(=O)COc2cc(=O)n(CC)c3ccccc23)cc1	2	-18[fluorescence artefact?]	-2	-5	1	1	-2	19	0
Cc1ccc(S(=O)(=O)C2(C(=O)NC3CCCCC3C)CC2)cc1 (centres undefined)	-1	23	9	27	12	6	35	24	-1
Cc1c(NC(=O)C2CCCNC2=O)c(=O)n(-c2ccccc2)n1C (centres undefined)	2	-3[fluorescence artefact?]	-3	0	0	-1	-14	11	3
S=C(NCc1ccccc1)N1CCn2cccc2C1c1cccnc1 (centres undefined)	4	-5	2	-5	19	0	-14	2	0
COc1ccc(NC(=O)c2n[nH]c(=O)c3ccccc23)cc1S(=O)(=O)N1CCCCC1	2	-3[fluorescence artefact?]	4	11	3	-2	-6	2	-2
CC(C)C(=O)Nc1nnc(SCC(=O)Nc2ccc3c(c2)OCCO3)s1	-1	-10	0	-4	-1	3	-20	-5	-2

Remaining list, next part.
SMILES	Runt-CBFb FRET	14-3-3 Bad inh	thrombin 1536	FXIa inh 1536	Hck Nef HTS	Wee1 degr inh	hK5 inh	FXIIa inh 1536	Runt-SMMHC FRET
CC(C)c1cc(C(F)(F)F)n2nc(C(=O)Nc3ccc(-n4cnnn4)cc3)cc2n1	0	1	-2	-2	26	0	-4	8	-1
Cc1cc(C)n(CCc2nc3c4ccccc4n(CC#N)c(=O)n3n2)n1	0	-2	2	1	0	1	-3	14	-3
Cc1cccc(C2C3=C(CCCC3=O)N=C3c4ccccc4C(=O)C32)c1 (centres undefined)	1	-14	-9	-4	17	2	1	8	0
CC1=CN2C(=N)/C(=C/c3cn(CCCOc4ccccc4C)c4ccccc34)C(=O)N=C2S1	2	-14[fluorescence artefact?]	-7	2	0	-2	-19	8	-54
Cc1ccc(C(=O)O)cc1NC(=S)NC(=O)c1ccc(-c2ccc(Cl)cc2)o1	0	-2	0	3	56*	12*	3	13	0
CC1CCc2sc(C(=O)N/N=C/c3ccc([N+](=O)[O-])cc3)cc2C1 (centres undefined)	0	52	-10	-9	23	-1	-9	2	2
CCOC(=O)C1=C(Cn2cnc3ccccc32)NC(=O)NC1c1ccc(Cl)cc1 (centres undefined)	-2	-5	4	2	1	2	-18	17	-1
CCOC(=O)C1=C(O)/C(=C\c2ccc(CNS(=O)(=O)c3ccc(Br)cc3)o2)N=C1C	2	-9	-7	0	7	-2	-23	6	-37
CSc1sc(-c2ccnc(SCC(=O)C(C)(C)C)n2)c2c1C(=O)CC(C)(C)C2	22	5	3	7	-16	-1	6	13	-1
COc1ccc(CNC(=S)NCc2ccc(OC)cc2)cc1	0	-8	-4	-7	22	-2	-3	5	3
Cc1cc2c(cc1C)N(CC(=O)N1CCCC1)C(=O)CC(c1ccccc1)=N2	0	-11	0	1	0	-2	3	14	-3
O=C(CN1CCC(O)(c2ccc(F)cc2)CC1)NCc1ccc(F)cc1	1	1	-21	-3	-3	-4	-17	9	-6
Oc1ccc(Cl)cc1C1=NNC(c2cccs2)C1 (centres undefined)	-9	-9	4	1	-7	-4	-6	5	-35
NC(=O)c1cc(N2C(=O)C=CC2=O)ccc1Cl	-1	8[fluorescence artefact?]	-8	0	-2	-2	-8	13	-2
COc1ccc(S(=O)(=O)N(C)c2ccc(C(=O)N3CCOCC3)cc2)cc1	3	5[fluorescence artefact?]	-6	-2	1	-1	-1	7	4
O=C(Nn1cnc2ccccc2c1=O)c1ccccc1[N+](=O)[O-]	1	-5	-10	-6	11	-2	-12	-1	-3
CCN1CCN(C(=O)c2cc3c(=O)oc4ccc(C)cc4c3s2)CC1	-1	-3	3	4	3	2	5	5	-2
COc1ccccc1OCCSc1nc2ccc([N+](=O)[O-])cc2s1	-2	1	3	14	-5	-4	-7	10	3
COc1ccc(CCn2c(-c3cc([N+](=O)[O-])cc([N+](=O)[O-])c3)nc3nc4ccccc4nc32)cc1OC	0	1	-9	-6	-1	-1	13	-4	0
CC1CC(C)(C)Nc2ccc(N=O)cc21 (centres undefined)	0	-7	-7	27	-3	3	0	10	-6
C=CCN(CC(=O)NCc1ccc(OC)cc1)C(=O)c1csnn1	-1	-2	-17	-10	5	-2	-3	2	3
Cc1cc(C)c2sc(N(CCCN(C)C)C(=O)COc3ccc(Cl)cc3)nc2c1	-1	8	-1	-4	20	-2	-8	4	1
COCCCN(CCCN)Cc1ccco1	2	6	-1	4	0	-3	4	7	-2

Quoted from the listing:
O=C(CN1CCC(O)(c2ccc(F)cc2)CC1)NCc1ccc(F)cc1 in Runt-CBFb FRET reads 1
CSc1sc(-c2ccnc(SCC(=O)C(C)(C)C)n2)c2c1C(=O)CC(C)(C)C2 in Runt-SMMHC FRET reads -1

Source: PubChem BioAssay
